# PREPL inhibitor = inhibitors of human prolyl oligopeptidase-like enzyme PREPL. AID 2751. Q4J6C6. recombinant PREPL, fluorescence polarization activity-based probe. inhibition, % at 5.96 µM. hit rate 0.68% among 320,000; in the data active = inhibition above about 43%;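 note: 0% = enzyme with DMSO and 100% = wells lacking enzyme; many of its hits are not listed in these tables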
# Target sequence (Q4J6C6 whole entry, looked up): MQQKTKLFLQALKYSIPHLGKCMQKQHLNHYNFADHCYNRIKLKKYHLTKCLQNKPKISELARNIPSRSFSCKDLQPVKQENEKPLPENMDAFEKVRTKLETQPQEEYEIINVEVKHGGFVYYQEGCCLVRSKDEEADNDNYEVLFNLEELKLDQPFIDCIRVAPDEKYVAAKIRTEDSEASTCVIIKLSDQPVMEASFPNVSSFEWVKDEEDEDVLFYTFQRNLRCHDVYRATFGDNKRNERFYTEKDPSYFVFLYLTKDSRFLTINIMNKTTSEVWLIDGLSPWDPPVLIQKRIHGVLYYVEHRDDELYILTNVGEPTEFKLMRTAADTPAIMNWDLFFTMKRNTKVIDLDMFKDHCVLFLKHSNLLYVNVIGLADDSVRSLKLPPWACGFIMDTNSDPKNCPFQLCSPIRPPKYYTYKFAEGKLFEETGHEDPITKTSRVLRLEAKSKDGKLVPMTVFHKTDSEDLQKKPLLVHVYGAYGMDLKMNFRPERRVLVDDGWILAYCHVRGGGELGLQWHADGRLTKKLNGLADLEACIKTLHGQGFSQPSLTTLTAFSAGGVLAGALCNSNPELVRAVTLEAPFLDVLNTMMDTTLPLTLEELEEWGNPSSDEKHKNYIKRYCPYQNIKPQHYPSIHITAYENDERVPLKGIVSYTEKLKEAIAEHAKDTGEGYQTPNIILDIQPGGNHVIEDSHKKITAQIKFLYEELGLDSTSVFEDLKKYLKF
# LYPLA2 counter = blocks human lysophospholipase 2, a PME1 counter-screen | O95372 | recombinant LYPLA2, FP-Rh probe fluorescence polarization | inhibition, % at 5.9 µM | hit rate 0.38% among 320,000 | AID 2177;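 active = inhibition above the screen-wide mean plus 3 SD, limit set per campaign, cut at about 26% in these data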;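 note: 0% = LYPLA2 with DMSO and 100% = wells lacking LYPLA2 enzyme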
# PAFAH1B2 FP inh = blocks human PAF acetylhydrolase 1b catalytic subunit 2. P68402. recombinant PAFAH1B2, FP-rhodamine activity probe, fluorescence polarization. AID 492953. inhibition, % at 3.39 µM. hit rate 1.2% among 340,000;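 active = inhibition above the mean of all tested compounds plus 3 SD, cut at about 24% in these data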;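 note: 0% = enzyme with DMSO and 100% = wells lacking PAFAH1B2; many of its hits are not listed in these tables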
# LYPLA1 counter = LYPLA1 (human) inhibition in PME1 counter-screen; O75608; recombinant LYPLA1, FP-Rh probe fluorescence polarization; inhibition, % at 5.9 µM; hit rate 0.16% among 320,000;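 active = inhibition above the mean of all tested compounds plus 3 SD, set per campaign, cut at about 14% in these data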;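 note: inhibitors block serine hydrolase probe labeling of LYPLA1 so polarization falls; 0% = enzyme with DMSO and 100% = wells lacking LYPLA1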
# pPAFAH inh = inhibitors of human plasma PAF acetylhydrolase (pPAFAH) | inhibition, % at 3.39 µM | recombinant pPAFAH, FP-rhodamine probe fluorescence polarization | Q13093 | hit rate 1.5% among 330,000;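 active = inhibition above the mean inhibition across the screen plus 3 SD, cut at about 25% in these data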;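 note: inhibitors block binding of the rhodamine activity-based probe so polarization drops; 0% = enzyme with DMSO and 100% = wells lacking pPAFAH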
# PAFAH2 inh = inhibitors of human PAFAH2 | recombinant PAFAH2, FP-rhodamine activity probe, fluorescence polarization | inhibition, % at 3.39 µM | hit rate 0.99% among 340,000;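 active = inhibition above the mean over all tested compounds plus 3 SD, cut at about 30% in these data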;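 note: inhibitors block probe labeling of enzyme so polarization drops; 0% = enzyme with DMSO and 100% = wells lacking PAFAH2 protein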
# PAFAH1B3 FP inh = PAFAH1B3 (human) inhibition | AID 492972 | hit rate 0.28% among 340,000 | recombinant PAFAH1B3, FP-rhodamine probe, fluorescence polarization | inhibition, % at 3.39 µM | Q15102;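 active = inhibition above the screen-wide average of all tested compounds plus 3 SD, cut at about 25% in these data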;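 note: 0% = enzyme with DMSO only and 100% = wells lacking PAFAH1B3 protein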
# EBNA-1 inh = blocks EBNA-1 binding to DNA | EBNA-1 DNA binding, fluorescence polarization | inhibition, % at 14.8 µM | hit rate 0.34% among 300,000; in the data active = inhibition above about 28%
# ZTA counter = ZTA (EBV) inhibition in EBNA-1 counter-screen; ZTA-DNA binding, fluorescence polarization; inhibition, % at 11 µM; hit rate 0.15% among 320,000; AID 2234; in the data active = inhibition above about 33%
# Target sequence (P03206 whole entry, looked up): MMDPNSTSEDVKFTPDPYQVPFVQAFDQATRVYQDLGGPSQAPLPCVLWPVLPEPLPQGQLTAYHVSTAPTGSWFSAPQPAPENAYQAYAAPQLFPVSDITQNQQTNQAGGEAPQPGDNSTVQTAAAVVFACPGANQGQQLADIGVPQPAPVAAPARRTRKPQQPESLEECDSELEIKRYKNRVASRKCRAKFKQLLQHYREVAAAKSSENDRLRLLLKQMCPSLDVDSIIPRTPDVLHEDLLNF
# The depositor's hits bear a star; . = no result given. These rows are one share of the data; the hit share may differ from the screen's.
SMILES,PREPL inhibitor,LYPLA2 counter,PAFAH1B2 FP inh,LYPLA1 counter,pPAFAH inh,PAFAH2 inh,PAFAH1B3 FP inh,EBNA-1 inh,ZTA counter
CNC(=O)c1ccc(Nc2nnc(-c3ccc(O)cc3)c3ccccc23)cc1,5.8,-11.4,-0.7,-6.4,-0.5,-3.4,-6.6,5.1,8.8
CCOC(=O)c1nnn(-c2nonc2N)c1CN(CC)CC,24.2,-4.3,0.7,-2.9,-0.1,5.5,4.3,-5.6,0.1
Cc1cc(-c2nc(C)c(-c3nnc(SCC(=O)Nc4ccccc4)n3C)s2)no1,10.6,2.1,8.4,1.5,-1.0,-2.7,-3.8,-8.0,-3.0
Cc1ccc(/C=C/c2ccc(=O)n(Cc3ccc(F)cc3)n2)cc1,-45.7,-2.7,-0.5,-2.1,-1.0,8.3,3.9,-6.8,-2.1
CC(C)CNC(=O)C(=O)NCc1ccccn1,0.8,0.5,5.5,-0.1,-0.9,-0.4,-1.6,-5.3,-4.4
COC(=O)CCCC(=O)Nc1ccc(Cl)c(Cl)c1,-5.8,5.4,1.7,-2.6,-7.4,3.3,7.7,-5.5,7.7
CCc1ccc(OCCCC(=O)Nc2ccc(S(=O)(=O)Nc3cc(C)nc(C)n3)cc2)cc1,-6.0,-5.3,0.8,-2.5,1.8,-4.9,-4.9,-2.3,11.4
Cc1ccc(NC2=NCC(=O)N2c2ccc3c(c2)OCCO3)c(C)c1,-4.3,-3.9,-2.5,0.1,2.9,7.4,11.7,5.8,4.1
CCOC(=O)C1CCN(Cc2ccc(F)cc2)CC1,17.5,1.2,0.5,-1.7,4.7,-1.0,2.2,1.9,-31.4
O=C(Cn1ccsc1=NC(=O)C(F)(F)F)c1ccccc1,-10.5,0.9,-2.6,0.0,-3.0,5.0,5.5,4.0,-6.6
Cc1nnc(SCC(=O)N2CC(=O)Nc3ccccc32)n1-c1ccccc1,19.0,0.6,1.6,-3.9,0.6,-8.2,5.3,-4.2,-8.0
COc1ccc(NC(=O)C2CCCN2C(=O)OCc2ccccc2)cc1 (stereo unspecified),16.2,1.2,3.2,-1.5,-1.1,2.5,0.0,9.7,10.7
O=C(CSc1c(Cl)cccc1Cl)N1CCC(c2nc3ccccc3s2)CC1,-36.2,-4.1,2.3,-3.8,3.5,5.0,6.0,0.4,12.9
O=C(CCN=C1NS(=O)(=O)c2ccccc21)OCC(=O)c1ccccc1,2.5,-3.3,-0.9,-2.5,-2.6,1.7,9.2,1.0,7.3
Cc1cc(SCC(=O)Nc2ccc(O)cc2)n2nc(C)c(-c3ccccc3)c2n1,2.2,-15.7,2.5,-12.9,8.1,7.7,5.2,10.8,1.1
S=c1[nH]nc(-c2ccccn2)n1/N=C/c1c(Cl)cccc1Cl,-7.3,1.6,5.3,0.9,6.7,11.0,0.4,-0.6,-6.8
CCC(=O)OCC(=O)Nc1cc(C)c(C)cc1[N+](=O)[O-],4.0,-3.2,8.5,1.4,0.7,15.2,-0.1,-1.0,1.6
Cc1cccc(NC(=O)NNC(=O)COc2ccc([N+](=O)[O-])cc2)c1C,5.2,1.3,4.6,-0.4,0.5,-2.5,8.8,1.8,2.5
Cn1c(=O)c2c(nc(N/N=C/c3ccc(OC(=O)c4ccco4)cc3)n2Cc2ccccc2)n(C)c1=O,27.8,14.3,5.4,-0.1,14.0,6.8,9.1,24.8,5.0
CCCCn1c(N)c(N(CCC(C)C)C(=O)c2ccc(N3CCCC3=O)cc2)c(=O)[nH]c1=O,11.1,-2.6,-2.7,-1.4,2.4,-3.1,-1.9,-5.8,-9.9
COC(=O)c1ccc(CN2CCCC(C(=O)c3ccccc3OC)C2)cc1 (stereo unspecified),1.2,-0.3,1.7,-3.4,4.7,7.7,3.8,3.9,0.0
COc1ccccc1NC(=O)c1cc2c(cc1Cl)N1CCCCCC1=NS2(=O)=O,-1.5,.,1.8,.,-2.5,3.8,8.1,.,.
Cc1nnc(NC(=O)c2ccc(Br)o2)s1,1.9,-7.8,-5.4,-3.0,2.2,-1.1,7.2,7.8,17.9
COc1ccc(-c2cc3c(=O)n(CC(=O)Nc4ccc(C(C)=O)cc4)ncn3n2)cc1,8.1,8.2,5.0,3.2,7.4,12.0,7.7,-5.9,-18.2
Cc1cccc(NC(=O)COC(=O)c2cccs2)c1C,6.6,10.7,6.1,1.2,3.6,68.5*,-1.2,-9.4,-10.4
# New compounds follow:
SMILES,PREPL inhibitor,LYPLA2 counter,PAFAH1B2 FP inh,LYPLA1 counter,pPAFAH inh,PAFAH2 inh,PAFAH1B3 FP inh,EBNA-1 inh,ZTA counter
COCCNC(=O)C(C#N)c1nc2ccccc2nc1N1CCCCCC1 (stereo unspecified),4.0,-2.1,1.9,-4.6,17.1,7.6,6.3,7.9,-5.6
CC(C)N1C(=O)S/C(=C/c2ccc3c(c2)n(C)c(=O)n3C)C1=O,14.3,4.4,-0.8,1.0,-2.4,4.1,1.2,14.1,-3.9
CCOc1ccc(NC(=S)NCCCN2CCN(c3ccc(OC)cc3)CC2)cc1,12.0,-10.8,-1.9,-3.0,-8.6,3.2,0.5,-2.4,6.7
COC(=O)c1cc(NC2c3ncccc3C(=O)N2Cc2ccccc2)cc(C(=O)OC)c1 (stereo unspecified),0.5,0.2,-4.5,1.8,-2.8,-9.2,1.3,7.0,-1.2
O=C1CC(c2ccccc2)Cc2nc(NC3CC3)ncc21 (stereo unspecified),6.1,-1.2,1.5,0.1,-6.8,3.0,6.0,-12.4,-0.9
Cc1ccc(S(=O)(=O)CC(=O)N(CCCN(C)C)c2nc3ccc(C)cc3s2)cc1,-105.5,-6.3,1.9,-1.6,1.3,-1.0,9.8,-18.2,0.9
COC(=O)C1NC(=O)N2C(C(=O)OC)C(C)(C)S[C@H]12 (stereo partly specified),2.2,-4.1,4.5,0.5,-8.7,-1.0,0.9,-16.2,-10.4
Cc1ccc(C(=O)OCC(=O)NCCN2C(=O)CSC2=O)cc1[N+](=O)[O-],2.8,.,-4.4,.,2.4,-3.0,1.6,.,.
NC(=O)COC(=O)c1cccc2c1-c1ccccc1C2=O,-1.6,5.8,-2.3,-0.1,2.9,-4.2,0.4,-11.2,4.2
Cc1ccc(C)c(C(=O)COC(=O)c2n[nH]c3ccccc23)c1,16.4,.,2.8,.,-7.8,21.4,-3.6,.,.
O=C(c1ccc(-n2cnnn2)cc1)N1CCN(C(c2ccccc2)c2ccccc2)CC1,12.2,2.5,5.1,-0.8,1.2,-3.1,8.1,9.2,5.8
CCCCCCC#Cc1cncc(C(=O)NNC(=O)Nc2cc(Cl)cc(Cl)c2)c1,-0.6,-24.0,.,-13.9,4.8,.,.,9.5,-6.9
COc1ccc(OC)c(/C=N/NC(=O)c2cccc3ccccc23)c1,5.9,-2.3,-4.5,-0.9,9.2,0.0,0.7,6.4,13.1
O=C(CSc1nccn1Cc1ccc(F)cc1)NC1CCCC1,14.4,1.3,-0.9,1.9,2.9,-2.6,-5.4,3.1,-11.7
CCn1c(C(O)c2cc(OC)ccc2OC)nc2ccccc21 (stereo unspecified),0.0,11.8,0.7,0.4,2.6,2.2,2.9,9.8,3.4
Cc1ccc(NC2=C(Cl)C(=O)OC2OC(=O)c2ccco2)cc1C (stereo unspecified),4.1,9.0,-2.0,0.5,-1.8,-5.1,5.9,-7.9,3.2
COc1cccc(NC(=O)CN(C)C(=O)CC2Sc3ccccc3NC2=O)c1 (stereo unspecified),10.3,1.2,1.1,-0.6,-1.9,-4.5,-2.1,.,4.7
O=C(COC(=O)/C=C/c1ccccc1[N+](=O)[O-])Nc1ccc(OC(F)F)cc1,-1.9,-1.4,4.1,-5.0,22.6,4.0,5.2,-4.3,13.9
COc1ccc(NC(=S)N/N=C2\CC(C)(C)Oc3ccc(O)cc32)cc1,10.9,18.5,5.1,3.4,1.7,3.6,9.5,5.0,-0.8
COCCCn1c(SCc2cccc(OC)c2)nc2cc(OC)c(OC)cc2c1=N,27.7,-4.2,3.0,-8.2,22.7,5.5,4.1,5.1,17.3
O=C(COC(=O)C1CC2C=CC1C2)Nc1ccc2c(c1)OC(F)(F)O2 (stereo unspecified),-5.6,2.3,0.2,3.4,26.4*,46.1*,1.1,-3.7,0.3
CN(CC(=O)NC(=O)Nc1ccccc1F)Cc1ccccc1F,-14.5,.,9.4,.,4.7,2.8,7.6,.,.
CCCC(=O)Nc1ccc2nc(C)n(Cc3ccccc3Cl)c(=O)c2c1,-6.7,0.9,-2.4,-4.1,-0.9,-6.7,-4.8,-7.9,-11.7
COc1cc2c3c(c1)c(N=NC(N)=S)c(O)n3C(C)(C)C=C2C,-3.3,7.4,3.7,-0.9,-7.4,-0.3,10.5,-10.2,-0.1
O=C(COc1ccc(F)cc1Cl)N(Cc1nnc(-c2ccccc2Cl)o1)C1CC1,-7.4,-9.6,-2.1,-4.0,-2.3,3.5,-2.6,-10.8,-9.1
# Additional entries follow:
SMILES,PREPL inhibitor,LYPLA2 counter,PAFAH1B2 FP inh,LYPLA1 counter,pPAFAH inh,PAFAH2 inh,PAFAH1B3 FP inh,EBNA-1 inh,ZTA counter
Cc1ccc(-c2nc3ncccc3o2)cc1NC(=O)Cc1ccc(Cl)cc1,-10.3,-1.9,3.1,-2.4,2.7,-2.6,7.8,0.8,13.0
Cc1ccc(C2=NNC3(CCOC(C)(C)C3)S2)cc1 (stereo unspecified),2.7,1.7,6.0,-1.6,2.1,0.8,9.6,8.4,16.8
O=S(=O)(Nc1nnc(C2CCCCC2)s1)c1ccc(F)cc1,24.0,2.1,8.9,1.9,-1.1,4.8,10.9,-0.7,-5.8
CSc1ccccc1NC(=O)CN(C)C(=O)c1c(C)nn(Cc2ccccc2)c1C,6.5,-5.9,4.6,-2.6,-0.1,9.0,3.2,.,9.9
CC(=O)Nc1ccc(OCc2cnc(Cl)s2)cc1,3.1,-3.2,3.5,-4.1,2.5,2.3,3.2,3.1,5.3
COc1ccc(-c2nnc(NC(=O)C(C)C)o2)cc1,-4.7,-2.7,0.3,-5.0,-3.4,-0.4,-1.7,13.3,10.2
Cn1ccnc1SCC(=O)Nc1cc(S(=O)(=O)N2CCOCC2)ccc1Cl,0.0,-0.1,-1.8,-0.6,5.5,-2.6,11.2,-2.8,-6.0
COc1ccc(S(=O)(=O)NCCC(C)C)cc1C,-9.8,2.7,3.9,0.3,-9.1,3.4,-2.0,-7.7,-1.6
COc1ccc(N2CCN(C(=O)Cn3c(=O)c4cccn4c4cccnc43)CC2)cc1,39.4,5.2,-2.6,1.1,4.8,-5.0,4.2,-11.1,-17.1
O=C1NC(c2ccccc2)CCC1(Cl)Cl (stereo unspecified),-10.9,0.4,9.8,0.6,-1.4,2.5,9.0,12.7,5.2
O=C(OCC(=O)N1CCCC1)c1cnc(Cl)c(Cl)c1,0.6,.,7.1,.,-2.2,0.3,5.8,.,.
CCOC(=O)Cc1ccc(NC(=O)c2cccc([N+](=O)[O-])c2)cc1,4.6,3.7,8.0,0.1,1.8,2.5,20.6,-0.2,-5.2
O=C(OCc1ccc(COC(=O)c2cccnc2Cl)cc1)c1cccnc1Cl,-0.1,2.9,5.4,4.7,1.1,3.1,0.3,-10.2,0.0

# Entries of single compounds, quoted from the list.
# `CCOC(=O)Cc1ccc(NC(=O)c2cccc([N+](=O)[O-])c2)cc1` in the list: PREPL inhibitor = 4.6; LYPLA2 counter = 3.7; PAFAH1B2 FP inh = 8.0; LYPLA1 counter = 0.1; pPAFAH inh = 1.8; PAFAH2 inh = 2.5; PAFAH1B3 FP inh = 20.6; EBNA-1 inh = -0.2; ZTA counter = -5.2
# `O=C(OCc1ccc(COC(=O)c2cccnc2Cl)cc1)c1cccnc1Cl` in the list: PREPL inhibitor = -0.1; LYPLA2 counter = 2.9; PAFAH1B2 FP inh = 5.4; LYPLA1 counter = 4.7; pPAFAH inh = 1.1; PAFAH2 inh = 3.1; PAFAH1B3 FP inh = 0.3; EBNA-1 inh = -10.2; ZTA counter = 0.0

# Source: PubChem BioAssay (The Scripps Research Institute Molecular Screening Center)
